Source: PubChem BioAssay (several laboratories)
Efa HMGR inh: inhibitors of E. faecalis class II HMGR, primary screen, biochemical, Enterococcus faecalis. 0.41% of 190,000 active. purified E. faecalis HMGR, NADPH absorbance 340 nm kinetic. inhibition, % at 10 µM. HMG-CoA reductase (Enterococcus faecalis, mvaE);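 active means inhibition above a set limit, the median over all tested compounds plus 3 SD, cut at about 9.5% in these data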;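 further: enzyme runs in reverse so mevalonate oxidation gives rising NADPH absorbance; 0% = complete reaction with DMSO and 100% = background rate lacking mevalonate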
STAT1 blocker: STAT1 signaling inhibitors, primary screen, cell-based, HTS, luciferase reporter; NIH 3T3 STAT1-luciferase reporter, IFN-gamma, luminescence; inhibition, % at 5.5 µM; 0.35% of 200,000 active; AID 920, 2007;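 active means inhibition above a set limit, the mean inhibition across all tested compounds plus 3 SD, cut at about 34% in these data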;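 further: 0% = IFN-gamma with DMSO and 100% = IFN-gamma with 300 µM nifuroxazide; values of inactives mirror those of a sister screen read the other way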
APP 5'UTR act: activators of APP 5'UTR luciferase reporter, primary screen, SH-SY5Y cells | AID 1276, 2008 | 1% of 190,000 active | SH-SY5Y APP 5'UTR luciferase reporter, luminescence; zero percent = DMSO vehicle wells | activation, % at 2 µM;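 active means activation above a set limit, based on mean plus 3 SD of controls, cut at about 140% in these data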; further: values of inactives mirror those of a sister screen read the other way
STAT3 blocker: IL-6 driven STAT3 reporter inhibitors, primary screen, U3A cells, luciferase, luminescence, MLSCN library; 0.89% of 190,000 active; IL-6 STAT3-luciferase reporter; host cell line lacks STAT1; inhibition, % at 5.5 µM;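 active means inhibition above the mean inhibition across all screened compounds plus 3 SD, cut at about 44% in these data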;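 further: 0% = DMSO only wells and 100% = 100 µM nifuroxazide control wells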
TLR4 MyD88 comp: inhibitors of TLR4-MyD88 association in cells, primary screen, cell-based, HeLa CL3-4, BLA complementation, FRET ratio; HeLa CL3-4 TLR4/MyD88 BLA complementation; inhibition, % at 8.4 µM; 0.18% of 200,000 active; AID 861, 2007; in the data active means inhibition above about 25%;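 further: 0% = vehicle and 100% = reference inhibitor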
Target sequence (O00206 whole entry, looked up): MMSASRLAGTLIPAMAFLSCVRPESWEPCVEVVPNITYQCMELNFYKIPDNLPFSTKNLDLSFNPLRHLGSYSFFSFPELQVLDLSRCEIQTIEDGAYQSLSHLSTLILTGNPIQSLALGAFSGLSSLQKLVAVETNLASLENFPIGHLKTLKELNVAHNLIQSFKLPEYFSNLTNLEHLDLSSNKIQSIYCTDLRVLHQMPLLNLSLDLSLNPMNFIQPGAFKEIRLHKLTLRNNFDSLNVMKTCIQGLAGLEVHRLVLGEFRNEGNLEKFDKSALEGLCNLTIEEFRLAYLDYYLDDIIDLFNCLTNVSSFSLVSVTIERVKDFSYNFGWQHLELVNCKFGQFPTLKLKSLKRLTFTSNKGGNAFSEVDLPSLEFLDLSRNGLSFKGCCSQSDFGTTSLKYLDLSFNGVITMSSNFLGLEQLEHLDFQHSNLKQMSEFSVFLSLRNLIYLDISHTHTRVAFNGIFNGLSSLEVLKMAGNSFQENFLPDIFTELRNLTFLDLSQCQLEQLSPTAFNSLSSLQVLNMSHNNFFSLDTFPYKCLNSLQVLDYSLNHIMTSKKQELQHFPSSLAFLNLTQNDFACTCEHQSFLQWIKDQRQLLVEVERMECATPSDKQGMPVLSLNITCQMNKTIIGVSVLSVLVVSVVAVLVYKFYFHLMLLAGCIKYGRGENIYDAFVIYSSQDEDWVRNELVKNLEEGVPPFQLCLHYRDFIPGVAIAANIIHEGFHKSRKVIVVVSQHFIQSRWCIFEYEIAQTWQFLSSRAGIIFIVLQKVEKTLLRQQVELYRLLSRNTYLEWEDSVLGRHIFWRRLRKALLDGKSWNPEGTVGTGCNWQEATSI
Target sequence (Q99836 whole entry, looked up): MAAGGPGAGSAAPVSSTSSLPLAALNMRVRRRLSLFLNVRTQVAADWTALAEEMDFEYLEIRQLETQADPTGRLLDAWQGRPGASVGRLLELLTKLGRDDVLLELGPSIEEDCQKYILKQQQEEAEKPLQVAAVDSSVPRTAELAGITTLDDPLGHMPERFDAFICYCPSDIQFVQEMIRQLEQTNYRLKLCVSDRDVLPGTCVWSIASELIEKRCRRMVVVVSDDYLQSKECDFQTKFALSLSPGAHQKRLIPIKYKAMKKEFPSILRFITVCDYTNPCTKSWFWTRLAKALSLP
STAT3 act: IL-6 driven STAT3 reporter potentiators, primary screen, U3A cells, luciferase, luminescence, MLSCN library; 0.91% of 190,000 active; activation (% of control), % at 5.6 µM; AID 871, 2007; IL-6 STAT3-luciferase reporter; 100% = signal with IL-6 EC80 alone;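 active means activation above the screen-wide mean of compound activation plus 3 SD, cut at about 130% in these data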;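 further: 0% = background luminescence of wells with medium and substrate only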
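Material: human STAT1-deficient U3A cells with stable STAT3-luciferase reporter / Probe or stimulus: IL-6 stimulus at 33 ng/mL final / Schedule: 1 h compound pre-exposure, 6 h IL-6 stimulation, 37 °C / Technique: luminescence / Read-out basis: percent of IL-6-only median luminescence / Control set: IL-6-only high control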
STAT1 act: STAT1 signaling activators, primary screen, cell-based, HTS, luciferase reporter; NIH 3T3 STAT1-luciferase reporter, IFN-gamma, luminescence; 100% = IFN-gamma alone, no compound; activation (% of control), % at 5.5 µM; 2.6% of 200,000 active;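 active means activation above the screen-wide mean activation plus 3 SD, cut at about 130% in these data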;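 further: raw ratio to IFN-gamma control signal so 100% means no change and 0% no light; values of inactives mirror those of a sister screen read the other way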
NF-kB neuron act: activators of NF-kB expression in neurons, primary screen, cell-based, HTS. human neuronal cells, NF-kB reporter expression; hits give high values. fold change at 12.5 µM. 1.6% of 190,000 active. AID 1239, 2008; in the data active means fold change above about 3.3
Hsp70 act: Hsp70 transcriptional activators, primary screen, cell-based, HeLa, Hsp70 promoter luciferase, luminescence, 10 µM | AID 1203, 2008 | activation, % at 10 µM | 0.04% of 200,000 active | HeLa Hsp70 promoter luciferase reporter; scaled: vehicle 0, proteasome-inhibitor control 100%;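 active means activation above the mean across all tested compounds plus 3 SD, cutoff set per campaign, cut at about 5.5% in these data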;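 further: 100% = MG132 at 30 µM as the positive control and 0% = DMSO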
Redox H2O2 prof: compounds producing H2O2 with reducing agent – biochemical, NIH compound library profiling, artefact control for MLSCN library redox annotation, primary screen. DTT-dependent redox cycling H2O2, phenol red/HRP absorbance; 100% = 100 µM peroxide control, 0% = buffer. activation, % at 10 µM. 0.03% of 200,000 active;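 active means activation of at least 50% relative to the plate's high and low controls in the primary single-dose screen; inactive means activation below 50%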;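 further: compound incubated with DTT at 0.8 mM final as the reducing agent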
Numbers without * were called inactive; x = no result given; & = joins results of further samples.

mol	Efa HMGR inh	STAT1 blocker	APP 5'UTR act	STAT3 blocker	TLR4 MyD88 comp	STAT3 act	STAT1 act	NF-kB neuron act	Hsp70 act	Redox H2O2 prof
CC1CCN(C(=O)CCc2ccc(Oc3cc([N+](=O)[O-])cc([N+](=O)[O-])c3)cc2)CC1	-1	6	0	-8	3	108	95	1.1	-0.3	0.3
N#Cc1cn(CCCOc2ccccc2)c2ccccc12	-3	-1	1	20	9	85	101	1.2	0.0	0.7
CC(C)c1ccc(OCc2ccc(C(=O)N3CCN(c4ccccn4)CC3)cc2)cc1	1	-3	26	12	-9	98	103	0.98	1.1	3.0
CCn1c(/C=C/Nc2ccccc2)[n+](CC)c2ccc(C(=O)OCC(F)(F)F)cc21	-3	15	0	-4	3	101	88	1.1	-0.1	-0.5
Cc1cc(CNC(=O)C(C)n2cc([N+](=O)[O-])cn2)c2ccccc2n1 (stereo not drawn)	-2	3	1	-2	0	106	96	1	-0.2	3.8
CCNC(=O)N1C(CC(=O)OCC)C(=O)NC2CCCCC21 (stereo not drawn)	0	-4	-22	6	2	99	104	1	-0.3	2.8
O=C(NCc1ccco1)c1ccc(Br)c(S(=O)(=O)N2CCCCC2)c1	-1	8	10	12	-5	92	93	1.1	-0.1	-2.2
CC(=O)Oc1cccc(N2C(=O)C3C(C2=O)C2C=CC3C23CC3)c1 (stereo not drawn)	-2	-3	0	1	-3	104	102	1	0.1	1.2
COc1cccc(/C=N/Nc2ncnc3c2ncn3Cc2ccccc2)c1O	0	-11	-88	6	1	95	110	0.76	-0.2	0.5
CN1CCN(c2ccc(NC(=O)COc3ccccc3Cl)cc2)CC1	1	-11	21	22	2	85	110	1.5	-0.3	3.2
COc1ccc(N(C(=O)C(C)C)S(=O)(=O)c2cccs2)cc1	-7	3	-13	13	-18	94	97	1.1	-0.5	0.0
CN(C(=O)C1CCOC1)c1nnc(-c2ccncc2)s1 (stereo not drawn)	-4	-1	2	0	11	103	100	1	0.3	1.2
O=C1c2ccccc2C(Nc2ccccc2)N1c1ccc(Cl)cn1 (stereo not drawn)	-6	-6	2	17	-21	93	106	1.1	0.1	-0.8
COCC(=O)Nc1nc(-c2ccccc2)c(C)s1	-2	-9	17	25	-3	84	107	0.85	-0.2	-0.5
O=C1CC(N2CCN(Cc3ccccc3)CC2)C(=O)N1 (stereo not drawn)	-6	1	15	12	-9	97	99	0.83	-0.2	-0.3
CC(C)c1ccc(NC(=O)NC2CC3CCC(C2)N3Cc2cccs2)cc1 (stereo not drawn)	-1	-5	6	12	15	95	103	1.1	-0.2	-1.1
CC1CCc2nc(NCCO)nc(C(F)(F)F)c2C1 (stereo not drawn)	-6	5	12	-1	3	104	96	0.96	0.1	1.2
Cc1ccc(-c2cccc(OC(=O)c3ccccc3F)c2)cc1	-3	-3	-6	7	14	95	103	1.4	0.1	-3.4
Cc1noc(C)c1COc1ccc(C(=O)Nc2ccccc2)cc1	-1	-2	17	25	-14	81	101	0.99	0.1	-0.6
O=C(Cc1ccc([N+](=O)[O-])cc1)N1CCCCCC1	0	6	-5	1	11	103	94	1.3	-0.1	0.3
Cc1ccc(S(=O)(=O)N/N=C\c2ccc(C)o2)cc1	2	-2	9	5	-9	104	102	0.95	-0.3	1.6
CC(C(=O)N1CCN(C=O)CC1)N1C(=O)c2ccccc2C1=O (stereo not drawn)	1	-6	-2	-6	-5	108	106	1.1	0.0	-0.8
CC(=O)NC(c1ccco1)c1ccc2cccnc2c1O (stereo not drawn)	-8	0	-55	12	-4	93	100	1.1	-0.1	-0.6
O=C(COc1ccc(Br)cc1)N1CCN(c2ccccc2)CC1	-4	1	-3	10	0	94	99	1.1	-0.1	-0.3
COc1cccc(C2=NOC(C(=O)Nc3cccc(C(C)=O)c3)C2)c1 (stereo not drawn)	-2	0	4	12	7	94	100	1.1	0.1	-1.1
CN(C)c1cccc(C(=O)OCC(=O)Nc2ccccc2Sc2ccccc2)c1	-13	3	6	-2	-7	98	98	0.84	-0.3	0.6
Cc1ccc(S(=O)(=O)N2CCN(S(=O)(=O)c3ccc(C)cc3)C3OCCOC32)cc1 (stereo not drawn)	-1	-8	-8	-2	7	106	108	0.97	-0.2	-1.1
CCOc1ccc(C(=S)N2CCCC2)cc1OC	0	3	-9	13	6	92	98	1.1	-0.2	-0.2
Cc1cc(N)nc(C)c1C#N	-4	-3	29	6	5	106	102	1.3	0.0	-0.2
CCCCN1C(=O)C2C3C=CC(C2C1=O)C1C2C(=O)N(CCCC)C(=O)C2C31 (stereo not drawn)	-5	-8	25	-8	7	103	108	0.79	-0.4	0.5
Cc1ccc(C(=O)N/N=C2\CCSC2)cc1[N+](=O)[O-]	2	8	-11	1	-3	101	93	1.1	-0.5	-0.1
COC(=O)c1cc(=O)n(Cc2cccs2)c(=Nc2ccc(F)cc2)s1	-2	-5	22	x	-9	x	103	1.8	0.3	0.6
N=C1/C(=C\c2ccc(SCc3ccccc3)o2)C(=O)N=C2SC=NN12	-2	-3	-14	14	-8	94	103	1	-0.2	0.1
O=C(Nc1cc(C(=O)N2CCCC2)ccc1N1CCCC1)C1CC1	9	6	0	2	-9	102	94	1	-0.5	2.8
CCSc1ncc(/C=N/Nc2ccccc2)n1C	-2	0	23	-12	-7	115	100	1.8	-0.1	3.0
Cc1ccc(CSCCNC(=O)CSCc2ccc([N+](=O)[O-])cc2)cc1	-1	8	-7	0	-4	104	93	0.98	0.1	1.9
COc1ccccc1N1CCN(C(=O)c2cc(-c3ccc(C)cc3)on2)CC1	1	6	8	8	0	95	94	1.1	-0.2	0.6
Cn1c(=O)c(=O)n(C)c2cc(S(=O)(=O)N3CCCCCC3)ccc21	6	-1	-2	-2	0	104	101	0.87	-0.4	-0.7
Cc1cccc(C(=O)NC(=S)N2CCc3ccccc3C2)c1	-6	4	4	1	-1	103	96	1.1	-0.6	0.5
COc1ccccc1OCc1nc2ccccc2s1	-1	5	142*	24	-10	84	95	4.3*	-0.2	2.5
CCCC1Cc2c(sc(N)c2C#N)CO1 (stereo not drawn)	-9	8	6	8	3	94	93	1.4	-0.2	-4.0
COc1ccc(N2C(=O)CCC(C(C)=O)=C2C)cc1	-1	1	19	7	-2	96	99	1.1	0.0	2.6
Oc1ccc(/C=N/n2c(-c3ccco3)csc2=Nc2cccnc2)c(O)c1	-2	2	-16	1	-10	100	98	0.89	-0.5	0.0
Cc1nn(Cc2c(F)c(F)c(F)c(F)c2F)c(C)c1NC(=O)c1ccc(COc2ccc(Cl)cc2Cl)o1	1	-3	-3	0	16	108	103	0.73	-0.4	0.0
Cc1cccc(C(C(N)=O)c2ncc(C(F)(F)F)cc2Cl)c1 (stereo not drawn)	-1	-5	11	5	-9	100	102	1.2	-0.1	0.2
Cc1ccc(Cn2nc(C)c(NC(=O)CSc3n[nH]c(C)c3[N+](=O)[O-])c2C)cc1	-9	5	8	15	6	91	95	1.4	-0.5	-0.1
C/C(=N\NC(=O)c1ccccc1[N+](=O)[O-])c1c(O)cc(C)oc1=O	-4	6	-4	14	-6	90	94	1	-0.4	0.2
CCN(CC)c1ccc(SS(=O)(=O)O)cc1	2&-6	5&1	-3&6	10&-1	5&10	95&104	96&99	1.1&0.94	-0.1&-0.2	1.5&1.5
Cc1cccc(/C=N/NC(=O)c2ccc(Br)cc2)c1	8	-8	-1	-4	-4	104	107	1	-0.3	0.0
COCCCNC(=S)Nc1ccc2c(c1)OCCO2	1	-17	8	2	7	101	116	1.5	-0.3	0.5
COc1cc(C(=S)N2CCOCC2)ccc1OS(=O)(=O)c1ccccc1[N+](=O)[O-]	1	9	4	2	-8	98	92	1.4	-0.4	-0.1
O=C(OCCN1C(=O)c2cccc3c(N4CCOCC4)ccc(c23)C1=O)c1ccc(Cl)cc1	-5	1	-51	11	9	95	99	1.1	-0.5	0.6
CC(C)(C)c1cc(-c2nc(N)nc(N)n2)cc(C(C)(C)C)c1	0	-9	-8	5	-9	96	108	0.98	-0.2	-0.2
Cc1cnccc1CN(C)Cc1nc(Cc2ccccc2Cl)no1	-3	16	3	17	4	88	84	1.2	-0.2	-0.7

Reprinted at random: 2 compounds from above, in no set order.
mol	Efa HMGR inh	STAT1 blocker	APP 5'UTR act	STAT3 blocker	TLR4 MyD88 comp	STAT3 act	STAT1 act	NF-kB neuron act	Hsp70 act	Redox H2O2 prof
CCCC1Cc2c(sc(N)c2C#N)CO1 (stereo not drawn)	-9	8	6	8	3	94	93	1.4	-0.2	-4.0
Oc1ccc(/C=N/n2c(-c3ccco3)csc2=Nc2cccnc2)c(O)c1	-2	2	-16	1	-10	100	98	0.89	-0.5	0.0
